PAD4 FP inh – inhibitors of human PAD4. Q9UM07. recombinant PAD4, RCA probe fluorescence polarization. inhibition, % at 6.36 µM. 330,000 tested, 0.41% active;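 active = percent inhibition above a cutoff equal to the mean of all tested compounds plus 3 SD, cut at about 15% in these data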;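 note: 0% = PAD4 with RCA probe and DMSO and 100% = probe without PAD4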
Target sequence (Q9UM07 whole entry, looked up): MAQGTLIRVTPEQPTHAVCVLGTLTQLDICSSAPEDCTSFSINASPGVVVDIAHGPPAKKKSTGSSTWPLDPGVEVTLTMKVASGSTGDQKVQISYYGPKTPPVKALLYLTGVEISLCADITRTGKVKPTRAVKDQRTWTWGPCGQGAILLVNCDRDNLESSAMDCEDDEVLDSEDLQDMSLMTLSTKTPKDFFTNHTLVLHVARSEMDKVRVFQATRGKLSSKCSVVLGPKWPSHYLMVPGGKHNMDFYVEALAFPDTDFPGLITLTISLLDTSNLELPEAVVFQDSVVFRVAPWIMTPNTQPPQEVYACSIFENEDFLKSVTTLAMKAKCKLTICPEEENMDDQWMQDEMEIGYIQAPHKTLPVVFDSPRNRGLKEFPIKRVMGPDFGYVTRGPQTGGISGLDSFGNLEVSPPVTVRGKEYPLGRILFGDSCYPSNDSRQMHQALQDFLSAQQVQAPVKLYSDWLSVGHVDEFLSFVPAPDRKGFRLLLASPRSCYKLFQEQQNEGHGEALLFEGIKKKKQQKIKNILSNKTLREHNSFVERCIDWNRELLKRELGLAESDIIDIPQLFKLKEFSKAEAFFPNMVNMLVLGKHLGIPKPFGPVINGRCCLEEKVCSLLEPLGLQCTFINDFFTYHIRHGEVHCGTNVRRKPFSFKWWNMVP
PAFAH2 FP inh – inhibitors of human PAFAH2; inhibition, % at 3.39 µM; 340,000 tested, 0.99% active; Q99487; recombinant PAFAH2, FP-rhodamine activity probe, fluorescence polarization;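 active = inhibition above the mean over all tested compounds plus 3 SD, cut at about 30% in these data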;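 note: inhibitors block probe labeling of enzyme so polarization drops; 0% = enzyme with DMSO and 100% = wells lacking PAFAH2 protein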
PAFAH1B3 FP inh – blocks human PAF acetylhydrolase 1B catalytic subunit 3 | Q15102 | recombinant PAFAH1B3, FP-rhodamine probe, fluorescence polarization | inhibition, % at 3.39 µM | 340,000 tested, 0.28% active | AID 492972;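 active = inhibition above the screen-wide average of all tested compounds plus 3 SD, cut at about 25% in these data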;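 note: 0% = enzyme with DMSO only and 100% = wells lacking PAFAH1B3 protein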
Target sequence (Q15102 whole entry, looked up): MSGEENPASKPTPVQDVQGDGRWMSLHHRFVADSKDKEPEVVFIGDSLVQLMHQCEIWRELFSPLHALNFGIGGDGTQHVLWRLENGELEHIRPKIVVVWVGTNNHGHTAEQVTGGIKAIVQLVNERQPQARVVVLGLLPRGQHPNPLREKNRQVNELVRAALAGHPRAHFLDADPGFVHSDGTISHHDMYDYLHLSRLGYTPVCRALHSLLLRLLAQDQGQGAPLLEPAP
* marks the source's active call; other numbers are inactive results. Some of the compounds tested; the hit share may differ from the screen's.

PAD4 FP inh | PAFAH2 FP inh | PAFAH1B3 FP inh | SMILES
4 | 3 | 11 | CC[C@]12c3[nH]c4cc(CCC(=O)N(C)C)ccc4c3CCN1C(=O)[C@@H](CC(=O)NCCc1ccccn1)C[C@@H]2C(=O)N1CCN(C(=O)C2CC2)CC1
3 | 1 | 2 | COc1cc2oc(=O)cc(-c3ccc(-c4ccc(C#N)cc4)cc3)c2c(OC)c1OC
-2 | 8 | 7 | COc1ccc(-c2ccc(-c3cc(=O)oc4c(C(C)C)ccc(C)c34)cc2)cc1
-1 | -3 | 5 | O=C1OCCN1C(=O)[C@H]1[C@H](c2ccc(Cl)cc2)C(c2cccc(Cl)c2)=NN1c1ccc(Br)cc1
2 | 0 | 8 | C[C@@H]1C(c2ccccc2)=NN(c2ccccc2)[C@H]1C(=O)N1CCOC1=O
-1 | 1 | 0 | Cc1cc(C)c(CN2CCN(C(=O)Cn3cnc4c(NCc5ccccc5)ncnc43)CC2)c(C)c1
-5 | -1 | 7 | CCN1C(=O)[C@H]2[C@H]3CN=C(SCc4ccc(Cl)cc4)N3[C@@](C)(C(=O)OC)[C@H]2C1=O
4 | -5 | 3 | COc1cc(OC)c2c(-c3cccc(-c4ccc(OC(F)(F)F)cc4)c3)cc(=O)oc2c1
-5 | 0 | 0 | CC(C)(C)NC(=O)C[C@H]1C[C@H](C(=O)N2CCOCC2)[C@@]2(C)c3[nH]c4cc(-c5ccco5)ccc4c3CCN2C1=O
6 | -3 | 7 | COC(=O)[C@@]1(Cc2ccccc2)[C@H]2C(=O)N(Cc3ccccc3)C(=O)[C@H]2[C@H]2CN=C(SCc3ccc(C)cc3)N21
2 | -4 | 10 | CC[C@]12c3[nH]c4ccc(Cl)cc4c3CCN1C(=O)[C@@H](CC(=O)NC/C=C(\C)CCC=C(C)C)C[C@@H]2C(=O)N1CCN(C(=O)C2CC2)CC1
3 | 2 | 6 | C[C@]12c3[nH]c4cc(-c5ccco5)ccc4c3CCN1C(=O)[C@@H](CC(=O)NCc1cccc(C(F)(F)F)c1)C[C@@H]2C(=O)N1CCCCC1
-5 | -2 | 0 | COC(=O)[C@H](CCSC)NC(=O)Cn1cnc2c(NCc3ccccc3)ncnc21
1 | -6 | 12 | COc1ccc(C2CC(c3ccc(C(F)(F)F)cc3)=NN2c2ccc(S(N)(=O)=O)cc2)cc1 (configuration not stated)
-5 | 3 | 1 | Cc1ccc(C(=O)NC(Cc2ccc(C(C)(C)C)cc2)C(=O)O)cc1 (configuration not stated)
1 | 6 | 6 | COc1ccccc1C1CC(=O)Oc2c(C(C)C)ccc(C)c21 (configuration not stated)
-2 | -3 | 11 | CCOC(=O)C1=CN(CC)S(=O)(=O)NC1c1ccc(C(F)(F)F)cc1 (configuration not stated)
-3 | 0 | 8 | CC(C)N(C(=O)[C@H]1C[C@H](CC(=O)NCCc2ccccn2)C(=O)N2CCc3c([nH]c4cc(-c5ccco5)ccc34)[C@]12C)C(C)C
-6 | -1 | 2 | CC(C)=CCC/C(C)=C/CNC(=O)C[C@H]1C[C@H](C(=O)N2CCOCC2)[C@@]2(C)c3[nH]c4cc(CCC(=O)N(C)C)ccc4c3CCN2C1=O
-11 | -1 | 0 | COc1cc(CN(CC(C)C)S(=O)(=O)c2ccccc2Br)cc(OC)c1
-2 | 4 | 6 | CC(C)(C)NC(=O)C[C@H]1C[C@H](C(=O)N2CCCCC2)[C@@]2(C)c3[nH]c4ccc(Cl)cc4c3CCN2C1=O
-1 | -6 | 2 | COc1ccc2[nH]c3c(c2c1)CCN1C(=O)C(CC(=O)NCc2ccco2)C[C@H](C(=O)N2CCCCC2)[C@@]31CCc1ccccc1 (some centres not stated)
-2 | 4 | 2 | COc1cc(CN(C2CC2)S(=O)(=O)c2ccccc2Br)cc(OC)c1
-10 | 2 | -1 | CC[C@]12c3[nH]c4ccc(OC)cc4c3CCN1C(=O)C(CC(=O)NC(C)(C)C)C[C@@H]2C(=O)N1CCN(C(=O)c2ccco2)CC1 (some centres not stated)
4 | -2 | 7 | O=C(C[C@H]1C[C@H](C(=O)N2CCOCC2)[C@@]2(CCC3CCCC3)c3[nH]c4cc(-c5ccco5)ccc4c3CCN2C1=O)NCCCn1ccnc1
-1 | 0 | 10 | O=C1N(c2ccccc2)C(c2ccccc2)C12CCCCC2 (configuration not stated)
-2 | 3 | 2 | CCOC(=O)C1=NS(=O)(=O)NC(C)=C1
10 | 5 | 7 | CCOC(=O)C1Oc2ccccc2C(c2ccc(C)cc2)=C1C(=O)OC (configuration not stated)
0 | -4 | 7 | CN(C)C(=O)CCc1ccc2c3c([nH]c2c1)[C@]1(C)[C@@H](C(=O)N2CCCCC2)C[C@H](CC(=O)NCCCn2ccnc2)C(=O)N1CC3
2 | 1 | 0 | COc1ccc(-c2cc(CCC(=O)N3CCN(c4cc(C)ccc4C)CC3)on2)cc1
1 | -3 | 3 | COc1ccc(C2/C=C\CC(OCc3ccccc3)CC(=O)N2Cc2cccc(F)c2)cc1 (configuration not stated)
4 | 7 | 0 | CCN(CC)C(=O)[C@H]1CC(CC(=O)NCCCN(C)C)C(=O)N2CCc3c([nH]c4ccc(OC)cc34)[C@]12C (some centres not stated)
-2 | -6 | 4 | CCOC(=O)C1=CN(Cc2cccc(F)c2)S(=O)(=O)N(C)C1c1ccc2ccccc2c1 (configuration not stated)
-4 | -5 | -1 | CC[C@]12c3[nH]c4cc(CCC(=O)N(C)C)ccc4c3CCN1C(=O)[C@@H](CC(=O)NCCN1CCOCC1)C[C@@H]2C(=O)N1CCN(C(=O)c2ccco2)CC1
-1 | 1 | -1 | CCOC(=O)C1=C(C2=CCCCC2)c2ccc(OC)cc2N(S(=O)(=O)C(F)(F)F)C1C(=O)OCC (configuration not stated)
0 | -7 | 11 | COc1ccccc1[C@H]1C(c2cccc(Cl)c2)=NN(c2ccccc2)[C@@H]1CO
3 | 0 | 7 | CCOC(=O)C1=CN(Cc2cccc(F)c2)S(=O)(=O)NC1c1ccc(Br)cc1F (configuration not stated)
-3 | -2 | 3 | CCCCCCCCCC(=O)N[C@@H]1c2cc(OC)c(OC)cc2C[C@H]1O
-12 | -4 | 7 | COc1ccc2[nH]c3c(c2c1)CCN1C(=O)C(CC(=O)NC/C=C(\C)CCC=C(C)C)C[C@H](C(=O)N2CCOCC2)[C@@]31CCC1CCCC1 (some centres not stated)
-2 | -3 | 6 | CN(C)C(=O)CCc1ccc2c3c([nH]c2c1)[C@]1(C)[C@@H](C(=O)N2CCCCC2)C[C@H](CC(=O)NCCC2=CCCCC2)C(=O)N1CC3
3 | 3 | 1 | COc1ccc(C2/C=C\CC(NS(=O)(=O)c3ccc(C)cc3)CC(=O)N2Cc2ccccc2F)cc1 (configuration not stated)
0 | -4 | 0 | COc1ccc(-c2noc(CCC(=O)N3CCN(c4cccc(Cl)c4)CC3)n2)cc1
-3 | -7 | 9 | COc1cc(OC)c2c(-c3cccc(-c4ccc(OC)c(F)c4)c3)cc(=O)oc2c1
0 | 4 | -2 | O=S1(=O)c2ccc(Br)cc2N2CCC[C@H]2CN1Cc1ccccc1
1 | -2 | 4 | CCCCNC(=O)C(C)N(CCN(C)C)C(=O)CCCN1C(=O)NC(c2ccc([N+](=O)[O-])cc2)C(C(=O)OCc2ccccc2)=C1C (configuration not stated)
4 | 6 | 4 | O=C1c2ccccc2[C@@H]2CC(O)C(O)CCN12 (some centres not stated)
0 | 0 | 9 | COc1ccc(-c2ccc(-c3cc(=O)oc4cc(OC)c(OC)c(OC)c34)cc2)cc1
-1 | 5 | 8 | CCOC(=O)C1=CN(Cc2ccco2)S(=O)(=O)N(CC)C1c1ccc(C(F)(F)F)cc1 (configuration not stated)
4 | -7 | 4 | O=C(C[C@H]1C[C@H](C(=O)N2CCCCC2)[C@@]2(CCc3ccccc3)c3[nH]c4ccc(Cl)cc4c3CCN2C1=O)NCCCn1ccnc1
-5 | -6 | 5 | Cc1ccc(S(=O)(=O)N2C[C@@H]3[C@H]4CC[C@H](C4)[C@@H]3[C@@H](C)[C@@H]2c2ccco2)cc1

Record cards, as listed above. Order of values: PAD4 FP inh	PAFAH2 FP inh	PAFAH1B3 FP inh
CCOC(=O)C1=CN(Cc2cccc(F)c2)S(=O)(=O)NC1c1ccc(Br)cc1F (configuration not stated) across the screens: 3	0	7
CCCCCCCCCC(=O)N[C@@H]1c2cc(OC)c(OC)cc2C[C@H]1O across the screens: -3	-2	3
O=S1(=O)c2ccc(Br)cc2N2CCC[C@H]2CN1Cc1ccccc1 across the screens: 0	4	-2
COc1ccc(-c2noc(CCC(=O)N3CCN(c4cccc(Cl)c4)CC3)n2)cc1 across the screens: 0	-4	0

The listing picks up, repeating the five entries before the break.
PAD4 FP inh | PAFAH2 FP inh | PAFAH1B3 FP inh | SMILES
4 | 6 | 4 | O=C1c2ccccc2[C@@H]2CC(O)C(O)CCN12 (some centres not stated)
0 | 0 | 9 | COc1ccc(-c2ccc(-c3cc(=O)oc4cc(OC)c(OC)c(OC)c34)cc2)cc1
-1 | 5 | 8 | CCOC(=O)C1=CN(Cc2ccco2)S(=O)(=O)N(CC)C1c1ccc(C(F)(F)F)cc1 (configuration not stated)
4 | -7 | 4 | O=C(C[C@H]1C[C@H](C(=O)N2CCCCC2)[C@@]2(CCc3ccccc3)c3[nH]c4ccc(Cl)cc4c3CCN2C1=O)NCCCn1ccnc1
-5 | -6 | 5 | Cc1ccc(S(=O)(=O)N2C[C@@H]3[C@H]4CC[C@H](C4)[C@@H]3[C@@H](C)[C@@H]2c2ccco2)cc1
-4 | -4 | 7 | CCOC(=O)C1C(C(C)=O)=C(c2ccccc2)c2ccccc2N1S(=O)(=O)C(F)(F)F (configuration not stated)
3 | -8 | 1 | CC(=O)c1ccc(-c2cccc(-c3cc(=O)oc4ccc(C(C)(C)C)cc34)c2)cc1
-6 | 7 | 5 | CCOC(=O)C1(C)Oc2ccccc2C(c2ccc(OC)cc2)=C1C(=O)OC (configuration not stated)
-1 | -3 | 6 | CC[C@]12c3[nH]c4cc(-c5ccco5)ccc4c3CCN1C(=O)[C@@H](CC(=O)NCC13CC4CC(CC(C4)C1)C3)C[C@@H]2C(=O)N1CCN(C(=O)c2ccco2)CC1
3 | -6 | 2 | O=C(NOCc1ccccc1)c1cccc([N+](=O)[O-])c1
1 | -1 | 4 | CC[C@@H]1C(c2ccc(F)cc2)=NN(c2ccccc2)[C@H]1C(=O)N1CCOC1=O
2 | -3 | 4 | O=C1[C@@H](Oc2ccccc2)[C@@H](c2ccccc2)N1c1ccccc1
5 | -3 | 8 | CCN1C(=O)[C@H]2[C@H]3CN=C(SCc4ccc(C(=O)OC)cc4)N3[C@@](C)(C(=O)OC)[C@H]2C1=O
1 | 1 | 4 | C[C@]12c3[nH]c4ccc(Cl)cc4c3CCN1C(=O)[C@@H](CC(=O)NCc1ccco1)C[C@@H]2C(=O)N1CCCCC1
1 | 2 | 14 | COc1ccc2[nH]c3c(c2c1)CCN1C(=O)C(CC(=O)NCC24CC5CC(CC(C5)C2)C4)C[C@H](C(=O)N(C(C)C)C(C)C)[C@@]31C (some centres not stated)
2 | 2 | 9 | O=S(=O)(NCc1ccccc1)c1ccccc1NCCc1ccccc1
-1 | -3 | 1 | Cc1ccc(NC(=O)c2ncn(CC(=O)NCc3ccccc3)n2)cc1C
0 | 3 | 6 | Cc1cc2oc(=O)cc(-c3ccccc3)c2c(C)c1-c1ccc(N(C)C)cc1
-4 | 0 | 10 | CC[C@]12c3[nH]c4cc(-c5ccco5)ccc4c3CCN1C(=O)[C@@H](CC(=O)NCCc1ccccn1)C[C@@H]2C(=O)N1CCN(C(=O)c2ccco2)CC1
-6 | 1 | 9 | COC(=O)CCCN1C(=O)NC(c2ccc(-c3ccccc3)cc2)C(C(=O)OCc2ccccc2)=C1C (configuration not stated)
-2 | -1 | 9 | COc1ccc2c(c1)CN(C)S(=O)(=O)c1ccccc1-2
0 | 0 | 0 | CCN(CC)C(=O)[C@H]1C[C@H](CC(=O)NCCCN(C)C)C(=O)N2CCc3c([nH]c4ccc(Cl)cc34)[C@]12C
-1 | -6 | 7 | COCCS(=O)(=O)N(Cc1ccccc1)[C@H](C(=O)OC)C(C)C
3 | 0 | 14 | COc1ccc(CNC(=O)C[C@H]2C[C@H](C(=O)N(C(C)C)C(C)C)[C@@]3(C)c4[nH]c5ccc(Cl)cc5c4CCN3C2=O)cc1OC
-2 | 3 | 8 | CC(C)N(C(=O)[C@H]1C[C@H](CC(=O)NC(C)(C)C)C(=O)N2CCc3c([nH]c4ccc(Cl)cc34)[C@]12C)C(C)C
0 | -2 | 7 | C[C@]12c3[nH]c4cc(-c5ccco5)ccc4c3CCN1C(=O)[C@@H](CC(=O)NCc1ccco1)C[C@@H]2C(=O)N1CCCCC1
-3 | -3 | 5 | CC[C@]12c3[nH]c4ccc(Cl)cc4c3CCN1C(=O)[C@@H](CC(=O)NCc1ccc(OC)c(OC)c1)C[C@@H]2C(=O)N1CCN(C(=O)C2CC2)CC1
-1 | 2 | 2 | CCOC(=O)C1=CNS(=O)(=O)NC1c1ccc(OC(C)=O)cc1 (configuration not stated)
-1 | -5 | 2 | COc1ccc(-c2cccc(CCC(=O)N3CCN(c4cc(C)ccc4C)CC3)c2)cc1
2 | -9 | 7 | CCN1C(=O)[C@H]2[C@H]3CN=C(SC)N3[C@@](CC)(C(=O)OC)[C@H]2C1=O

Compound activity from PubChem.
